Source: PubChem
Pf growth 48h – Primary qHTS for delayed death inhibitors of the malarial parasite plastid, 48 hour incubation. P. falciparum luciferase growth in erythrocytes, 48 h. Potency, µM (doses to about 28.7 µM), inactives show top-dose activity change, negative = inhibition, usual class: inhibitors. actives 5.9% (n = 310,000); note: potency is the fitted concentration of half-maximal effect; % is set by controls: 0 for no effect and ±100 for the full control effect
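In quantitative HTS format, infected erythrocytes bearing luciferase-reporter parasites were treated for a single generation at 37 C. Luminescence after adding detection reagent served as the growth measure.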
Pf growth 96h – Primary qHTS for delayed death inhibitors of the malarial parasite plastid, 96 hour incubation; Potency, µM (doses to about 28.7 µM), for inactives: top-dose activity change, negative = inhibition, usual class: inhibitors; AID 504834, 2011; actives 6.9% (n = 320,000); P. falciparum luciferase reporter growth, 96 h; note: potency is the fitted concentration of half-maximal effect; % is set by controls: 0 for no effect and ±100 for the full control effect
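Compounds incubated with erythrocytes infected by luciferase-expressing P. falciparum (2% hematocrit, 0.05% parasitemia final) for 96 hours, 37 C in 5% CO2. Growth inhibition scored as decreased luciferase luminescence.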
Shiga inhibitor – A qHTS for Small Molecule Inhibitors of Shiga Toxin; Vero cells, Shiga toxin protein synthesis inhibition reporter; inhibition, % at 38.7 µM; actives 9.2% (n = 290,000); in the data active = inhibition mostly above about 28%, no sharp cut-off; inactive = mostly below about 43%; note: 0% is about no effect
CHX counter – Cycloheximide Counterscreen for Small Molecule Inhibitors of Shiga Toxin. max response, %. cell reporter, cycloheximide protein synthesis inhibition counterscreen. actives 12% (n = 300,000); in the data active = max response mostly above about 13%, no sharp cut-off; inactive = mostly below about 14%; note: read at 38.3 µM for the half of the compounds with a filed dose; 0% is about no effect
LmPK inhibitor – qHTS Assay for Inhibitors of Leishmania Mexicana Pyruvate Kinase (LmPK); Potency, µM (titrated, usually from 57.5 µM), without a hit: at the highest dose activity change, negative = inhibition, actives largely listed as inhibitors; purified LmPK, Kinase-Glo ATP luminescence, 1 h; actives 0.37% (n = 290,000); note: potency is the fitted concentration of half-maximal effect; % is set by controls: 0 for no effect and ±100 for the full control effect
Target sequence (Q27686 whole entry, looked up): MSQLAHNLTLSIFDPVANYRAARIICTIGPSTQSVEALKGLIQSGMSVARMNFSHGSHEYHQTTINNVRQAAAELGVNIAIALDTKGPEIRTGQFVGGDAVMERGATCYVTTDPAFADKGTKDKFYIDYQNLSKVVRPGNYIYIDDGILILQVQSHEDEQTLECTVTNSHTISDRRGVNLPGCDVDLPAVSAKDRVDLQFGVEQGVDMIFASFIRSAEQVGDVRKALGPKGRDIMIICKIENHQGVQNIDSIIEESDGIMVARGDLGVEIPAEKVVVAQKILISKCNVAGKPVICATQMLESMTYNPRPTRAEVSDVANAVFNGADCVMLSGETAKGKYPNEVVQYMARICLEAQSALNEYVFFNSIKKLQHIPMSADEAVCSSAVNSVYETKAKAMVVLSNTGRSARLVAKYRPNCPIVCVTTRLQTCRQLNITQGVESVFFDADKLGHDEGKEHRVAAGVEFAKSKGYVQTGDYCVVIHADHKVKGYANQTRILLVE
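ATP generated from ADP (0.1 mM) and PEP (0.5 mM) by 0.1 nM LmPK over 1 h at room temperature (pH 7.2 imidazole buffer) was detected by coupled luciferase luminescence. Values were normalized to uninhibited and no-enzyme wells.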
HCV inhibitor – qHTS Assay for Inhibitors of Hepatitis C Virus (HCV); Huh7.5.1 HCVcc-Cre infection, luciferase reporter, 44 h; Potency, µM (titrated, usually from 41.8 µM), for inactives: at the highest dose activity change, negative = inhibition, hits mostly inhibitors; actives 3.4% (n = 340,000); note: potency is the fitted concentration of half-maximal effect; % is set by controls: 0 for no effect and ±100 for the full control effect
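Cells seeded at 1,000/well and cultured 4 h, then compounds added followed by HCVcc-Cre virus (~0.5 moi). After 44 h further culture, luciferase substrate was added, plates held 15 min at room temperature, and luminescence read for 15 sec.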
Tb PYK inh – qHTS of Trypanosoma Brucei Inhibitors; pyruvate kinase (Trypanosoma brucei), Q57TT1; TbPYK enzyme, Kinase-Glo Plus ATP luminescence, 45 min; Potency, µM (top dose mostly 76.8 µM), for the others: at the top dose activity, negative = inhibition, actives largely listed as inhibitors; actives 0.12% (n = 410,000); AID 624173, 2012; note: potency is the fitted concentration of half-maximal effect; % is set by controls: 0 for no effect and ±100 for the full control effect; nearly all actives have a fitted effect of over 50% in size
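Quantitative HTS: titrated library compounds versus trypanosomal pyruvate kinase in TEA buffer (pH 7.2) containing KCl, MgCl2, BSA and Tween-20. Reactions were initiated with ADP, 130 uM final. Kinase-Glo Plus luminescence was read after 45 min at RT.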
Numbers without * were called inactive; ? = inconclusive; . = not tested or not shown; & = joins results of further samples; [ ] = dose if it differs, or a comment. Unless noted, calls come from the whole dose curve; as a rule, active = well fitted curve in the direction sought with a large enough effect; inconclusive = small, poorly fitted or top-dose-only effect, or another doubt; inactive = no such curve, though single readings can be large; an effect the other way counts as inactive or inconclusive. Not a hit list; overall some 24% were active at least once.

entry | smiles | Pf growth 96h | HCV inhibitor | Tb PYK inh | LmPK inhibitor | CHX counter | Shiga inhibitor | Pf growth 48h
1 | O=C(COc1ccccc1Cl)Nc1ccc2c(c1)C(=O)NC2=O | ? | 8% | 4% | -8% | -2 | -5 | 1%
2 | COCC(=O)O[C@]1(CCN(C)CCCc2nc3ccccc3[nH]2)CCc2cc(F)ccc2[C@@H]1C(C)C | 2.4µM* | ? | 4%&3% | 0% | -5&-6 | -11&-18 | 1.5µM*
3 | CCOC(=O)CSc1nnc(NC(=O)c2cccc([N+](=O)[O-])c2C)s1 | ? | 1% | -11% | -4% | -11 | -14 | -12%
4 | Cc1c(CC(=O)O)c(=O)oc2cc(OCc3ccc(Cl)cc3)ccc12 | 49%[activator] | -2% | 0% | 1% | 5 | 5 | .
5 | C[C@]12CCC(=O)CC1=CCC1C3CC=C(C#N)[C@@]3(C)CC[C@@]12O (some centres not stated) | 6% | 5% | 0% | 0% | -2 | -9 | 7%
6 | COc1ccc([N+](=O)[O-])cc1C1NN=C(c2ccccc2O)S1 (configuration not stated) | . | ? | -4% | 0% | 9 | 25 | ?
7 | CCCNC(=S)N1CCC(C(=O)c2ccc(F)cc2)CC1 | 31%[activator] | -1% | 3% | -5% | -4 | 6 | -12%
8 | O=C(Cc1c(O)c2ccccc2[nH]c1=O)NC1CCCCCCC1 | 5% | 27% | -2% | 7% | -2 | -22 | .
9 | O=C1c2cccnc2C(Nc2ccccc2)N1Cc1ccco1 (configuration not stated) | ? | -7% | -12% | -8% | 10 | 29 | .
10 | Cc1ccc(S(=O)(=O)NCCN=C(CN2CCCC2)NS(=O)(=O)c2ccc(C)cc2)cc1 | -19% | -14% | 0% | 6% | 1 | -7 | ?
11 | COc1ccc(Nc2sc(C(=O)Nc3cccc(Cl)c3)c(N)c2C(=O)Nc2ccccc2OC)cc1 | -102% | 4% | . | 1% | -6 | -11 | ?
12 | CC(=O)c1cn(CC(=O)Nc2ccccc2C)c2ccccc12 | 186%[activator] | ? | -12% | -4% | -3 | 78 | ?
13 | O=C(CC(c1ccccc1)c1ccccc1O)N1CCCC1 (configuration not stated) | . | 7% | -10% | 2% | 7 | 4 | 1%
14 | COc1ccc2oc(=O)c(-c3csc(Nc4cccc(O)c4)n3)cc2c1 | 42%[activator] | ? | 0% | -4% | 48* | 58* | 18%
15 | COc1ccc(NC(=O)c2cc(-c3cc(C)cc(C)c3O)n[nH]2)cc1Cl | ? | 8.9µM* | . | -12% | -3 | 6 | 9.3µM*
16 | C[C@@H](NC(=O)C1(c2ccccc2)CCN(C(=O)OC(C)(C)C)CC1)C(=O)N[C@@H](C(=O)O)c1ccccc1 | 18% | 18% | -5% | -5% | -1 | -4 | -6%
17 | COCc1cc(C)nc(SCC(=O)Nc2ccc3c(c2)n(C)c(=O)n3C)c1C#N | 0% | 3% | -3% | 2% | -3 | 3 | -5%
18 | NCCCCNCCCN | 28% | -12% | -5% | -4% | -5 | -5 | 2%
19 | Cc1cc(=O)oc2cc(OCc3ccc(C(=O)OCC(=O)N(C)C4CCS(=O)(=O)C4)cc3)ccc12 (configuration not stated) | 21% | -2% | 5% | -2% | -2 | 6 | 17%
20 | Nc1nc(NCCCN2CCOCC2)nc(NCc2ccccc2)c1[N+](=O)[O-] | ? | ? | 2% | 2% | -1 | 2 | ?
21 | O=C(NS(=O)(=O)c1ccccc1[N+](=O)[O-])c1ccccc1 | 4% | 13% | 1% | -1% | -2 | -5 | 9%
22 | Cc1sc2nc(C3CC3)nc(NCCNS(C)(=O)=O)c2c1C | 0% | ? | -6% | 10% | 1 | -13 | ?
23 | COc1ccc(O)c(CN2CCCC(N3CCN(c4ccccc4OC)CC3)C2)c1 (configuration not stated) | 0% | -16% | 1% | 0% | -3 | -7 | ?
24 | O=C(O)CSCC(=O)Nc1ccc(C2CCCCC2)cc1 | ? | 15% | 1% | 4% | -4 | -22 | ?
25 | COc1ccc(C(=O)c2cn[nH]c2-c2cc(C)ccc2O)cc1 | ? | -4% | -13% | 0% | -2 | -7 | -2%
26 | O=C(CN(C1CCCCC1)S(=O)(=O)c1ccc(F)cc1)NC1CC1 | 27% | -6% | -7% | 4% | 8 | 18 | -10%
27 | CC1(C)CC(CC(=O)O)C(=O)O1 (configuration not stated) | -21% | 1% | 9% | 5% | -1 | -7 | .
28 | NC(=O)CS(=O)(=O)c1nc2ccccc2n1Cc1ccccc1F | 15% | -20%&-13% | -10% | -5% | -3 | -10 | ?
29 | N=c1c(C(=O)NC2CCCC2)cc2c(=O)n3ccccc3nc2n1Cc1ccccc1 | ? | ? | 1% | 5% | -1 | -16 | ?
30 | COc1cc(C(C(=O)NC2CCCCC2)N(C(=O)c2cnccn2)c2ccccc2)cc(OC)c1OC (configuration not stated) | ? | 1% | 0% | 2% | -3 | -4 | ?

Molecules above that have a nitro group on carbon:
entry | smiles | Pf growth 96h | HCV inhibitor | Tb PYK inh | LmPK inhibitor | CHX counter | Shiga inhibitor | Pf growth 48h
3 | CCOC(=O)CSc1nnc(NC(=O)c2cccc([N+](=O)[O-])c2C)s1 | ? | 1% | -11% | -4% | -11 | -14 | -12%
6 | COc1ccc([N+](=O)[O-])cc1C1NN=C(c2ccccc2O)S1 (configuration not stated) | . | ? | -4% | 0% | 9 | 25 | ?
20 | Nc1nc(NCCCN2CCOCC2)nc(NCc2ccccc2)c1[N+](=O)[O-] | ? | ? | 2% | 2% | -1 | 2 | ?
21 | O=C(NS(=O)(=O)c1ccccc1[N+](=O)[O-])c1ccccc1 | 4% | 13% | 1% | -1% | -2 | -5 | 9%

Complete entries, quoted from the list:
Entry for `COc1ccc(C(=O)c2cn[nH]c2-c2cc(C)ccc2O)cc1` → Pf growth 96h: ?; HCV inhibitor: -4%; Tb PYK inh: -13%; LmPK inhibitor: 0%; CHX counter: -2; Shiga inhibitor: -7; Pf growth 48h: -2%
Entry for `Cc1ccc(S(=O)(=O)NCCN=C(CN2CCCC2)NS(=O)(=O)c2ccc(C)cc2)cc1` → Pf growth 96h: -19%; HCV inhibitor: -14%; Tb PYK inh: 0%; LmPK inhibitor: 6%; CHX counter: 1; Shiga inhibitor: -7; Pf growth 48h: ?

(list continues)
entry | smiles | Pf growth 96h | HCV inhibitor | Tb PYK inh | LmPK inhibitor | CHX counter | Shiga inhibitor | Pf growth 48h
31 | COC(=O)c1cccc(NC(=O)CN2CCN(Cc3ccccc3)CC2)c1 | . | -5% | 3% | -6% | -1 | 5 | 20%
32 | Cc1ccc(C(=O)CCC(=O)OCC(=O)Nc2nnc(-c3ccccc3)o2)cc1 | -1% | 3% | 3% | . | . | . | 32%[activator]
33 | CCc1ccccc1Nc1nc2ccccc2n1C | 79%[activator] | 5% | -9% | -1% | 11 | 16 | ?
34 | O=C(CSc1nnc(-c2ccccc2)o1)c1nnc(-c2ccccc2)o1 | ? | -25% | -17% | 0% | -3 | -4 | .
35 | OC(COc1c(F)cc(Br)cc1F)CN1CCc2ccccc2C1 (configuration not stated) | ? | 2% | 3% | -1% | 3 | 12 | -1%
36 | COC(=O)C1=CN(C(C)c2ccccc2)C=C(C(=O)OC)C1c1cc(OC)c(OC)c(OC)c1 (configuration not stated) | 33%[activator] | -15% | 5% | -4% | 8 | -1 | 1.5µM*
37 | CN(C)CCCN(Cc1ccccc1)C(=S)NCc1ccccc1 | 1% | -4% | -1% | 14% | -2 | -7 | -10%
38 | O=C1C(Cl)=C(N2CCOCC2)C(=O)N1c1ccc(Br)cc1 | 12µM* | -1% | 2% | -2% | -3 | -6 | ?
39 | COc1cc(Nc2c3c(nc4ccccc24)CCC3)cc(OC)c1OC | 5% | ? | -3% | 6% | -2 | -8 | 12µM*
40 | CC(=O)Nc1cccc(C(=O)Nc2cccc(S(=O)(=O)NCc3ccco3)c2)c1 | ? | -13% | 1% | . | . | . | ?
41 | O=C(Nc1ccc(OC(F)F)c(Cl)c1)c1ccccn1 | . | -8% | -2% | -17% | 41* | 94* | 186%[activator]
42 | COc1cccc(CNC(=S)Nc2cc(C)cc(C)c2)c1 | ? | 4% | -3% | 0% | -4 | -12 | 4%
43 | C[C@H](NC(=O)c1nc[nH]c1C(=O)NCC(=O)OC(C)(C)C)c1ccccc1 | ? | 2% | -3% | -4% | 3 | -3 | ?
44 | C=CCNc1nc(C2(C)CC3(CC(C)OC3=O)C(=O)O2)cs1 (configuration not stated) | . | 0% | -3% | -1% | 1 | 14 | -3%
45 | O=C(CCNC(=O)c1ccc(Cl)cc1)NN1C(=O)NC2(CCCCC2)C1=O | -19% | 4% | 1% | . | . | . | ?
46 | O=C(Nc1cccc(Cl)c1)c1ccncc1 | -14% | -1% | -15% | -7% | 0 | 9 | 16%
47 | CCOc1ccc(N2C(=O)c3cccnc3C2Nc2ccc(C)cc2)cc1 (configuration not stated) | 1.7µM* | -22% | -18% | 2% | 12 | -11 | 9.3µM*
48 | COc1ccc(C)cc1NCc1cc(=O)oc2cc(-c3ccccc3)c(O)cc12 | 1µM* | ? | -2% | 2% | 11 | 26 | 1.5µM*
49 | Cc1nc(C(C)N(C)Cc2c(C(=O)N3CCCCC3)nc3c(C)cccn23)c(C)s1 (configuration not stated) | 10µM* | -3% | 6% | -9% | 8 | -8 | ?
50 | Cc1nn(Cc2ccc(Cl)cc2)c(C)c1NC(=O)c1noc2c1CCc1ccccc1-2 | 59%[activator] | 2% | 3%&3% | 8% | -5 | -19 | .
